IDE exosite inh – exo-site inhibitors of human IDE, primary screen, biochemical, fluorescence anisotropy, probe displacement; purified IDE, FL-6b probe fluorescence polarization; active compounds read low; z-score at 20 µM; actives 6.3% (n = 17,000);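 active = z-score of -3 or lower, meaning strong loss of probe binding signal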;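 also: His-tagged human IDE residues 42-1019 made in E. coli with 30 nM FL-6b probe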
Target sequence (P14735 42-1019 limits assumed): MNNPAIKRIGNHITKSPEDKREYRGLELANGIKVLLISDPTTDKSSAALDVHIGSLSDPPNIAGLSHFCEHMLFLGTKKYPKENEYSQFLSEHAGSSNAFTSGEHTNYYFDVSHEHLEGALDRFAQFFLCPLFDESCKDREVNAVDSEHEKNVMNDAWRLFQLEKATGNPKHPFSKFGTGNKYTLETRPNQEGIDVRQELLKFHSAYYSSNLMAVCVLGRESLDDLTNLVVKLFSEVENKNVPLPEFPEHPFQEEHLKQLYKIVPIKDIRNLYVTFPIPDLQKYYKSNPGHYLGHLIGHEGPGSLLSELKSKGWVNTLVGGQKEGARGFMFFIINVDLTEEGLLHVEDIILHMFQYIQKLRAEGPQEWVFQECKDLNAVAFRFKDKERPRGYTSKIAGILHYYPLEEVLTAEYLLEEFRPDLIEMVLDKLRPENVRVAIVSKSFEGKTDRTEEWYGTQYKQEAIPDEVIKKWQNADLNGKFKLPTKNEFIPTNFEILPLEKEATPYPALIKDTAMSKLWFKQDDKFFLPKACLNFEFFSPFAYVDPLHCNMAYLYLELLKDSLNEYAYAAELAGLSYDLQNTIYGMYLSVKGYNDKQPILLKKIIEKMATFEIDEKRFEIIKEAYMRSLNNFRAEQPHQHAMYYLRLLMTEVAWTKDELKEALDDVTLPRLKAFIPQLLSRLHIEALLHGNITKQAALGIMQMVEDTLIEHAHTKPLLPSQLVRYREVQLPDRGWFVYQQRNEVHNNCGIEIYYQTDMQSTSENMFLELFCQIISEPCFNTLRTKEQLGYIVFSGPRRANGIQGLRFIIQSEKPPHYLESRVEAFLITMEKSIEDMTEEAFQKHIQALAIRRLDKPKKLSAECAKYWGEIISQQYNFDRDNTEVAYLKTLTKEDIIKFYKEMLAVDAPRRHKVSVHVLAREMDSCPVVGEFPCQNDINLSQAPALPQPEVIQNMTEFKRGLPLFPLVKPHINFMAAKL
The depositor's hits bear a star. An excerpt, so the mix of outcomes need not match the whole.

nr	SMILES	IDE exosite inh
1	CCCNC(=O)N1[C@H](C#N)[C@H](c2ccccc2-c2cccc(C)c2)[C@@H]1CO	0.52
2	CC(C)NC(=O)N1CC2(C1)[C@H](c1ccccc1)[C@H](CO)N2Cc1cncnc1	0.934
3	O=C(Nc1ccccc1F)N1CCCCN2[C@@H](CO)[C@H](c3ccc(C4=CCCC4)cc3)[C@@H]2C1	2.17
4	O=C(c1ccncc1)N1CC(=O)N2[C@H](C1)[C@H](c1ccc(/C=C/c3ccccc3)cc1)[C@@H]2CO	-0.295
5	C[C@@H]1CN([C@@H](C)CO)C(=O)c2ccccc2-c2ccccc2CO[C@H]1CN(C)C(=O)[C@@H]1CCCN1C	0.551
6	COc1cccc(NC(=O)N2CC(=O)N3[C@H](CO)[C@@H](c4ccc(C#CC5CCCCC5)cc4)[C@@H]3C2)c1	3.72
7	COc1ccccc1CN1[C@@H](CO)[C@@H]2c3ccccc3N(C(=O)C3CCOCC3)C[C@@H]21	-0.473
8	CN1C(=O)c2cc(NS(=O)(=O)c3ccccc3F)ccc2OC[C@H]2O[C@H](CC(=O)NC3Cc4ccccc4C3)CC[C@@H]21	-0.591
9	O=C(c1cnccn1)N1CC(=O)N2[C@H](CO)[C@@H](c3ccc(-c4ccccc4)cc3)[C@@H]2C1	-2.96
10	O=C(Nc1cc(F)ccc1F)N1CC(=O)N2[C@H](CO)[C@@H](c3ccc(-c4cccc(F)c4)cc3)[C@@H]2C1	-1.89
11	O=C1CN(S(=O)(=O)c2cccc(F)c2)C[C@@H]2[C@@H](c3ccc(-c4ccc(F)cc4)cc3)[C@@H](CO)N12	2.53
12	O=C1CN(S(=O)(=O)Cc2ccccc2)C[C@H]2[C@@H](c3ccc(C#Cc4ccccc4)cc3)[C@H](CO)N12	-2.48
13	O=C(c1ccccc1)N1[C@H](CO)[C@@H](c2ccccc2)C12CN(Cc1nccs1)C2	0.494
14	C[C@@H]1CCCCO[C@H](CN(C)Cc2ccc3c(c2)OCO3)[C@@H](C)CN([C@H](C)CO)C(=O)c2cc(NS(=O)(=O)c3cn(C)cn3)ccc2O1	0.613
15	CN1C(=O)c2cc(NC(=O)c3ccc(C(F)(F)F)cc3)ccc2OC[C@@H]2O[C@H](CC(=O)NCc3ccc4c(c3)OCO4)CC[C@H]21	-0.503
16	COc1cccc(-c2ccc3c(c2)[C@H]2[C@H](CCN2C(=O)Cc2ccncc2)[C@H](CO)N3C)c1	-0.465
17	C/C=C/c1ccc([C@@H]2[C@@H](CN(C)C(=O)CN(C)C)N(C(C)=O)[C@H]2CO)cc1	2.53
18	COc1ccc(CNC(=O)C[C@H]2C[C@@H]3c4cc(N(C)C)ccc4O[C@@H]3[C@@H](CO)O2)cc1	-0.0904
19	CC(=O)N1CCCCN2[C@H](C1)[C@@H](c1ccc(-c3cccc(C(=O)N(C)C)c3)cc1)[C@@H]2CO	2.73
20	C[C@H](CO)N1C[C@H](C)[C@@H](CN(C)C(=O)c2ccccc2)Oc2cc(-c3cccc(C#N)c3)ccc2S1(=O)=O	-0.37
21	Cc1cccc(-c2ccc([C@@H]3[C@H](CO)N4C(=O)CN(C(=O)c5cnccn5)C[C@@H]34)cc2)c1	-10.8*
22	C/C=C/c1ccc([C@H]2[C@@H](CO)N(CCC(F)(F)F)[C@@H]2CNC(=O)C2CCC2)cc1	1.51
23	O=C(N[C@@H]1C=C[C@@H](CC(=O)N2CCN(c3ccccc3)CC2)O[C@@H]1CO)c1ccccc1	2.39
24	CCCNC(=O)N1[C@H](C#N)[C@H](c2ccc(-c3cccnc3)cc2)[C@H]1CO	0.736
25	O=C(NC[C@@H]1[C@@H](c2ccccc2)[C@H](CO)N1C(=O)Cc1ccncc1)C1CCC1	-0.835
26	O=C(Cc1ccncc1)N1CC[C@@H]2[C@H]1c1cc(Br)ccc1N[C@@H]2CO	1.49
27	COc1ccccc1-c1ccccc1[C@H]1[C@H](C#N)N(C(=O)CN(C)C)[C@H]1CO	0.0921
28	N#C[C@@H]1[C@@H](c2ccc(-c3ccc(F)cc3)cc2)[C@@H](CO)N1c1nc(-c2ccccc2)cs1	3.56
29	COCC(=O)Nc1ccc2c(c1)C(=O)N(C)C[C@H](OC)[C@@H](C)CN(C(=O)c1ccncc1)[C@@H](C)CO2	1.92
30	C/C=C/c1ccc([C@@H]2[C@@H](CO)N(C(=O)CC)[C@H]2CNC(=O)CC)cc1	1.92

Further results
nr	SMILES	IDE exosite inh
31	CN1c2ccc(-c3cccc(C#N)c3)cc2[C@@H]2[C@@H](CCN2C(=O)Cc2ccccn2)[C@H]1CO	-1
32	CCC(=O)N1C[C@@H](O)COC[C@H]2O[C@H](CC(=O)NC)CC[C@@H]21	0.739
33	Cc1ccccc1-c1ccc([C@@H]2[C@H](CO)N3CCCCN(S(C)(=O)=O)C[C@@H]23)cc1	-10.3*
34	N#C[C@H]1N[C@H](CO)[C@H]1c1ccc(C#Cc2ccc(F)cc2)cc1	2.62
35	CCCNC(=O)N1CC2(C1)CN(C(=O)CN1CCOCC1)[C@H](CO)c1[nH]c3cc(OC)ccc3c12	0.408
36	CO[C@@H]1CN(C)C(=O)c2ccc(NC(C)=O)cc2OC[C@H](C)N(C(=O)c2cnccn2)C[C@@H]1C	0.139
37	CN(C)C(=O)c1ccc(-c2ccccc2[C@H]2[C@@H](C#N)N(C(=O)C3CC3)[C@@H]2CO)cc1	-1.96
38	CO[C@@H]1CN(C)C(=O)c2ccc(NS(=O)(=O)c3ccc(C)cc3)cc2OC[C@H](C)N(C)C[C@H]1C	-0.42
39	N#C[C@H]1[C@@H](c2ccccc2)[C@H](CO)N1S(=O)(=O)c1ccc(-c2ccccc2)cc1	1.33
40	O=C(c1ccccn1)N1CC(=O)N2[C@H](CO)[C@@H](c3ccc(C#Cc4ccccc4)cc3)[C@@H]2C1	-7.27*
41	O=C(C[C@H]1CC[C@H]2[C@@H](COC[C@H](O)CN2Cc2nccs2)O1)N1CCC(Cc2ccccc2)CC1	-2.14
42	C/C=C/c1ccc([C@@H]2[C@H]3CN(C(=O)Nc4cccc(OC)c4)CC(=O)N3[C@H]2CO)cc1	-1.54
43	N#C[C@H]1N[C@H](CO)[C@H]1c1ccc(C#Cc2ccccc2F)cc1	-0.0746
44	C[C@H]1CCCCO[C@H](CN(C)S(=O)(=O)c2cn(C)cn2)[C@@H](C)CN([C@@H](C)CO)C(=O)c2cc(N(C)C)ccc2O1	0.167
45	COc1ccccc1-c1ccccc1[C@@H]1[C@@H](C#N)N(C(=O)C2CC2)[C@H]1CO	2.64
46	CC(C)C#Cc1ccc([C@@H]2[C@@H](C#N)N(C(=O)C3CCOCC3)[C@H]2CO)cc1	1.72
47	Cc1noc(C)c1S(=O)(=O)N(C)C[C@@H]1OCCCC[C@@H](C)Oc2ccc(NC(=O)CCC(F)(F)F)cc2C(=O)N([C@@H](C)CO)C[C@@H]1C	0.324
48	COc1ccc(S(=O)(=O)Nc2ccc3c(c2)C(=O)N([C@H](C)CO)C[C@@H](C)[C@H](CN(C)Cc2ccc(C(F)(F)F)cc2)OCCCC[C@H](C)O3)cc1	-0.461
49	C[C@H](CO)N1C[C@H](C)[C@@H](CN(C)C(=O)Nc2ccccc2)Oc2ccc(NS(=O)(=O)c3ccc(F)cc3)cc2C1=O	0.888
50	C[C@@H]1CN([C@@H](C)CO)C(=O)c2cc(NS(=O)(=O)c3cccs3)ccc2O[C@@H](C)CCCCO[C@H]1CN(C)C(=O)c1ccncc1	1.95
51	N#C[C@H]1N[C@H](CO)[C@H]1c1ccc(C#CC2CCCC2)cc1	5.33
52	COc1ccc(S(=O)(=O)Nc2cccc3c2O[C@H](CN(C)CC2CCCCC2)[C@@H](C)CN([C@H](C)CO)C3=O)cc1	2.03
53	Cn1cnc(S(=O)(=O)N2CCCCN3[C@@H](CO)[C@@H](c4ccc(-c5cccc(F)c5)cc4)[C@@H]3C2)c1	-4.6*
54	O=C(Cc1cccnc1)N1CC(=O)N2[C@H](C1)[C@@H](c1ccc(C#CC3CC3)cc1)[C@@H]2CO	-0.419
55	CN1C(=O)c2cc(NC(=O)c3cnccn3)ccc2OC[C@@H]2O[C@H](CC(=O)N[C@@H]3CCN(Cc4ccccc4)C3)CC[C@@H]21	1.45
56	COc1cc(CN2CC3(CCN(C(=O)Nc4c(C)noc4C)CC3)c3c(n(C)c4cc(OC)ccc34)[C@@H]2CO)cc(OC)c1	-3.38*
57	CC(=O)NC[C@@H]1[C@@H](c2ccc(-c3cccnc3)cc2)[C@@H](CO)N1C(=O)CC1CC1	-0.397
58	O=C([C@@H]1[C@@H](CO)[C@@H]2Cn3c(ccc(C4=CCCCC4)c3=O)[C@H]1N2Cc1nccs1)N1CCCCC1	-0.445
59	C/C=C/c1ccc([C@@H]2[C@@H](CO)N(C(C)=O)[C@H]2CN(CC)C(=O)CN(C)C)cc1	-1.21
60	CN(C)CC(=O)N1[C@@H](C#N)[C@H](c2ccccc2-c2cccc(C(=O)N(C)C)c2)[C@@H]1CO	4.02

(continued)
nr	SMILES	IDE exosite inh
61	O=C1CNC[C@@H]2[C@@H](c3ccc(C4=CCCC4)cc3)[C@H](CO)N12	1.18
62	CS(=O)(=O)N1[C@H](CO)[C@@H](c2ccc(C#CC3CCCC3)cc2)[C@@H]1C#N	3.52
63	N#C[C@H]1[C@H](c2ccccc2-c2cccc(F)c2)[C@@H](CO)N1C(=O)C1CCCCC1	1.09
64	C/C=C/c1ccc([C@@H]2[C@@H](CO)N[C@@H]2CN(C)S(=O)(=O)c2ccccc2)cc1	6.13
65	CCNC(=O)C[C@@H]1CC[C@@H]2[C@H](COC[C@@H](O)CN2C(=O)c2ccccn2)O1	-0.523
66	CO[C@@H]1CC[C@@H]2CCOc3c(C#N)cccc3C(=O)N(C)CC3(CCCCC3)CC(=O)N(C)C[C@H]1O2	-0.142
67	CCC(=O)N1[C@H](CO)[C@H](c2ccccc2)C12CN(C(=O)c1ccc3c(c1)OCO3)C2	1.23
68	CCS(=O)(=O)Nc1ccc2c(c1)C(=O)N(C)[C@@H]1CC[C@H](CC(=O)NCCCN3CCOCC3)O[C@@H]1CO2	-0.295
69	C[C@@H]1CN([C@@H](C)CO)C(=O)c2c(c3ccccc3n2C)-c2ccccc2CO[C@H]1CN(C)Cc1cccc(C(=O)Nc2ccccc2N)c1	-0.0667
70	COc1ccc(NC(=O)N2CCCCN3[C@@H](CO)[C@H](c4ccc(-c5ccccc5F)cc4)[C@@H]3C2)cc1	-0.767
71	COc1cccc(C#Cc2ccc([C@@H]3[C@@H](CO)N4C(=O)CN(C(=O)Cc5ccccc5)C[C@H]34)cc2)c1	2.23
72	O=C(C[C@H]1CC[C@@H](NC(=O)C2CC2)[C@@H](CO)O1)Nc1ccccc1	0.985
73	CC(C)CC#Cc1ccc([C@H]2[C@@H](CO)N3C(=O)CN(C(=O)Cc4ccccc4)C[C@@H]23)cc1	1.68
74	CC(C)N(C[C@@H]1N[C@H](CO)[C@@H]1c1ccccc1)C(=O)CN1CCOCC1	-0.522
75	CN1CCCCN2[C@H](C1)[C@H](c1ccc(-c3ccc(F)cc3)cc1)[C@@H]2CO	0.111
76	CCS(=O)(=O)N1CCC2(CC1)CN(C(=O)Nc1c(C)noc1C)[C@@H](CO)c1c2c2ccc(OC)cc2n1C	0.108
77	CCS(=O)(=O)Nc1ccc2c(c1)C(=O)N(C)[C@@H]1CC[C@@H](CC(=O)N[C@@H]3CCN(Cc4ccccc4)C3)O[C@H]1CO2	-0.917
78	C/C=C/c1ccc([C@@H]2[C@H](CO)N3CCCCN(C(=O)Nc4cc(F)ccc4F)C[C@@H]23)cc1	1.16
79	CN(C)C(=O)c1cccc(-c2ccc3n(c2=O)C[C@H]2[C@H](CO)[C@@H](C(=O)NCC4CC4)N[C@@H]32)c1	-0.612
80	CN(C)C(=O)C[C@H]1C[C@@H]2c3cc(NC(=O)c4cccnc4)ccc3O[C@@H]2[C@H](CO)O1	-0.572
81	O=C(C1CC1)N1CC(=O)N2[C@H](CO)[C@@H](c3ccc(-c4cccnc4)cc3)[C@H]2C1	-1.21
82	CC(C)CC#Cc1ccc([C@H]2[C@H](CO)N3C(=O)CN(S(=O)(=O)c4ccccc4)C[C@@H]23)cc1	1.83
83	CC(C)(C)[S@@](=O)N1Cc2cc(C(=O)NCCN3CCCC3)nc(-c3cccc(-c4ccc(C#N)cc4)c3)c2[C@H]1CCO	-0.681
84	CCC(=O)N1CC(=O)N2[C@@H](CO)[C@@H](c3ccc(-c4ccccc4F)cc3)[C@@H]2C1	-5.57*
85	COc1ccc(NC(=O)N(C)C[C@@H]2OCCCC[C@H](C)Oc3ccc(NC(=O)c4ccncc4)cc3C(=O)N([C@H](C)CO)C[C@@H]2C)cc1	0.167
86	CCCC(=O)Nc1ccc2c(c1)OC[C@H](C)NC[C@H](C)[C@@H](OC)CN(C)C2=O	-0.0435

A draw from above in order of number of heavy atoms, falling:
nr	SMILES	IDE exosite inh
23	O=C(N[C@@H]1C=C[C@@H](CC(=O)N2CCN(c3ccccc3)CC2)O[C@@H]1CO)c1ccccc1	2.39
54	O=C(Cc1cccnc1)N1CC(=O)N2[C@H](C1)[C@@H](c1ccc(C#CC3CC3)cc1)[C@@H]2CO	-0.419
45	COc1ccccc1-c1ccccc1[C@@H]1[C@@H](C#N)N(C(=O)C2CC2)[C@H]1CO	2.64

4 of the compounds above, as labelled records.
63: N#C[C@H]1[C@H](c2ccccc2-c2cccc(F)c2)[C@@H](CO)N1C(=O)C1CCCCC1
  IDE exosite inh = 1.09
64: C/C=C/c1ccc([C@@H]2[C@@H](CO)N[C@@H]2CN(C)S(=O)(=O)c2ccccc2)cc1
  IDE exosite inh = 6.13
65: CCNC(=O)C[C@@H]1CC[C@@H]2[C@H](COC[C@@H](O)CN2C(=O)c2ccccn2)O1
  IDE exosite inh = -0.523
66: CO[C@@H]1CC[C@@H]2CCOc3c(C#N)cccc3C(=O)N(C)CC3(CCCCC3)CC(=O)N(C)C[C@H]1O2
  IDE exosite inh = -0.142
